Source: PubChem BioAssay
PKA-R1A activ – activators of PKA-R1A holoenzyme, primary screen, biochemical, fluorescence polarization, Cy5-IP20, bovine R1A, mouse PKAc; cAMP-dependent protein kinase type I-alpha regulatory subunit (Bos taurus) + …; PKA-R1A dissociation; scaled: DMSO 0%, 113 µM cGMP 100%; activation, % at 11.4 µM; 340,000 compounds, 0.083% hits; AID 504707, 2011;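 active = percent activation above the mean of all tested compounds plus 3 SD, cut at about 19% in these data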;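 note: higher means more PKAc released from R1A so a rise in polarization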
DAGLB inh – DAGLB lipase inhibitors, primary screen, biochemical, fluorescence, HTS. 340,000 compounds, 0.059% hits. inhibition, % at 5.17 µM. HEK293T DAGLB membrane lysate, EnzChek fluorogenic substrate. Diacylglycerol lipase-beta (Homo sapiens), Q8NCG7. AID 504411, 2011; in the data active = inhibition above about 34%;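 note: 0% = enzyme with vehicle and 100% = wells lacking enzyme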
V-ATPase pH – regulators of yeast V-ATPase proton pumping, primary screen, pHLuorin cytosolic pH fluorescence; S. cerevisiae; response, % at 10 µM; 350,000 compounds, 0.37% hits; AID 504577, 2011; in the data active = response mostly above about 7.3%, no sharp cut-off; inactive = mostly below about 5.4%; note: actives read high; inactives centre near 0; some compounds called inactive have numbers as strong as hits; reference of the scale not given here
OPRM1-OPRD1 ag – agonists of OPRM1-OPRD1 heterodimerization, primary screen, cell-based, luminescence; Mu-type opioid receptor (Homo sapiens) + Delta-type opioid receptor (Homo sapiens), …; cells; activation, % at 9.3 µM; 340,000 compounds, 0.3% hits; in the data active = activation above about 18%;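 note: 0% = vehicle-treated cells and 100% = reference agonist; values of inactives mirror those of a sister screen read the other way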
HTR5A inv ag – HTR5A inverse agonists in luminescence cell assay, primary screen, counter-screen for OPRM1-OPRD1 heterodimer inverse agonist project, full-deck HTS; 340,000 compounds, 0.083% hits; inhibition, % at 9.3 µM; HTR5A cell line, inverse agonism; 5-hydroxytryptamine receptor 5A (Homo sapiens), P47898; in the data active = inhibition mostly above about 23%, no sharp cut-off; inactive = mostly below about 18%;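 note: 0% = cells with DMSO and 100% = no-cell wells with DMSO; some compounds called inactive have numbers as strong as hits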
Target sequence (P47898 whole entry, looked up): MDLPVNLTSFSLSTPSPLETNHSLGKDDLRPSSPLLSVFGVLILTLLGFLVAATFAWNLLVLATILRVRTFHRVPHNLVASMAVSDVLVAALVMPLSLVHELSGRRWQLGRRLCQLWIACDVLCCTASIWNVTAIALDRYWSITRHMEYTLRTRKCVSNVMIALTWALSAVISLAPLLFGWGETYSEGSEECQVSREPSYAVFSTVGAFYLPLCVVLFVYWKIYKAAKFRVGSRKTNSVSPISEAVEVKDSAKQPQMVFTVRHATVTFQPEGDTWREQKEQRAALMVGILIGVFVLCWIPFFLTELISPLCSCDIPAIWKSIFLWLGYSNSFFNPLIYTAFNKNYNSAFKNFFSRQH
HTR5A ag – HTR5A agonists in luminescence cell assay, primary screen, counter-screen for OPRM1-OPRD1 heterodimer agonist project, full-deck HTS; 5-hydroxytryptamine receptor 5A (Homo sapiens), P47898; cell-based; activation, % at 9.3 µM; 340,000 compounds, 0.61% hits; AID 504692, 2011; in the data active = activation mostly above about 9.5%, no sharp cut-off; inactive = mostly below about 7.6%;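 note: 0% = cells with vehicle only and 100% = reference agonist; strong numbers were not always called active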
MOR-DOR inv ag – inverse agonists of MOR-DOR heterodimerization, primary screen, cell-based, luminescence. cell-based MOR-DOR heterodimer luminescence, inverse agonism. inhibition, % at 9.3 µM. 340,000 compounds, 0.21% hits; in the data active = inhibition above about 22%, passing the limit was not always enough;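 note: 0% = cells with DMSO and 100% = wells without cells with DMSO; values of inactives mirror those of a sister screen read the other way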
DSG3 Ab inh – inhibitors of pemphigus antibody binding to DSG3, primary screen, biochemical, bead-based, flow cytometry, scFv-GFP; Desmoglein-3 (Homo sapiens), P32926; DSG3-coupled beads, scFv-anti-DSG3-GFP binding; hits give low values; binding (percent of control), % at 10 µM; 310,000 compounds, 0.48% hits;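 active = binding more than 3 SD below its plate's average and above zero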;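 note: hits lower antibody fragment binding to DSG3; some compounds called inactive have numbers as strong as hits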
Arr AP2 block – inhibitors of beta-arrestin/AP2 binding, primary screen, biochemical, GPCR trafficking, flow cytometry | beta-arrestin 1 C-terminal peptide binding to AP2 beta2-adaptin appendage (human) | FITC-arrestin peptide / GST-AP2 beads; AP2 beta2 appendage carries R879A mutation | inhibition, % at 10 µM | 340,000 compounds, 0.31% hits;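 active = inhibition above a set limit, near 3 SD of compounds lacking own fluorescence, cut at about 54% in these data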;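 note: plate controls were DMSO wells for no effect and 5 µM unlabelled arrestin peptide for full effect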
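System: GST-AP2 R879A glutathione beads. Medium: PBS with 0.05% Tween 20 and 0.1% BSA. Also added: FITC-arrestin peptide, 50 nM. Incubation: 12 min plus 1 h, RT. Measured by: high-throughput flow cytometry of beads, ex 488, em 535 nm. Evaluation: percent drop in bead-associated FITC signal.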
PKA-R2B activ – activators of PKA-R2B holoenzyme, primary screen, biochemical, fluorescence polarization, Cy5-IP20, human | cAMP-dependent protein kinase catalytic subunit beta (Homo sapiens) + cAMP-dependent … | activation, % at 11.4 µM | PKA-R2B holoenzyme dissociation; R2B truncated from residue 108, S112A mutant; 0% DMSO only, 100% 113 µM cGMP | AID 504700, 2011 | 340,000 compounds, 0.079% hits;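 active = activation above a cutoff set at the mean over all compounds plus 3 SD, cut at about 18% in these data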;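 note: higher means more holoenzyme dissociation and a rise in polarization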
Target sequence (P31323 whole entry, looked up, other chains not shown, the tested form may be a part): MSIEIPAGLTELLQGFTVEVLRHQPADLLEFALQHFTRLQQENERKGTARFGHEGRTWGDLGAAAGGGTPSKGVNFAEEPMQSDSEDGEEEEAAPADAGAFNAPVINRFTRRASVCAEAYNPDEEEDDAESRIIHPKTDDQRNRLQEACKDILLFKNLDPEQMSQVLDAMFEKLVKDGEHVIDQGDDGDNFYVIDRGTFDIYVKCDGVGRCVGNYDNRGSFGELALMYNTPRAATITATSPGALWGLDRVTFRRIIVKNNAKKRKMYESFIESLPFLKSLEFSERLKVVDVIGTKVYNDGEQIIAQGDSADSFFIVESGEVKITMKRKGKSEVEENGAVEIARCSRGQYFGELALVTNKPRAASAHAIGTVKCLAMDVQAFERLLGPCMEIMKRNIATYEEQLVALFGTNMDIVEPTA
* hit, by the source's call; / = not tested or not shown. Hits appear at their usual frequency. Share with any hit: about 2.4%.

The line under a structure holds: PKA-R2B activ	DAGLB inh	PKA-R1A activ	MOR-DOR inv ag	HTR5A ag	Arr AP2 block	DSG3 Ab inh	OPRM1-OPRD1 ag	V-ATPase pH	HTR5A inv ag
Cc1ccc(C(=O)O)c(C(=O)Nc2nc3ccccc3s2)c1
→ 0	-3	5	15	2	-2	93	-2.5	-1	-9
COc1ccc(S(=O)(=O)N2CCC(N3CCCC3)CC2)cc1
→ -6	-2	-1	16	13	-12	108	-3.1	1	-31
COc1ccc(CCN2CC(C(=O)O)CC2=O)cc1 (configuration not stated)
→ -8	1	3	9	3	0	102	-1.6	-5	-11
CCOc1ccc(C(=O)Nc2ccncc2)cc1
→ 4	-2	3	-45	17	12	103	7.1	3	-45
Cc1ccsc1C(=O)N1CCc2ccccc2C1
→ -3	0	-3	8	0	7	99	-1.2	-2	-19
O=C(OCc1nc2ccsc2c(=O)[nH]1)c1ccc(Cl)s1
→ 3	3	-10	0	1	-1	95	0.1	4	10
CC(=O)C1=C(O)C(=O)N(c2ccc(O)cc2)C1c1ccccc1[N+](=O)[O-] (configuration not stated)
→ 4	1	-5	22	1	3	102	-4.8	-1	-4
COc1cc(NC(=O)CN(C)Cc2ccc(OC(F)F)cc2)c(C)cc1[N+](=O)[O-]
→ 0	-4	5	-19	1	1	/	3.6	2	-7
O=C(O)CCN1Cc2ccccc2C1=O
→ -1	3	-9	-3	-1	5	107	0.4	0	-11
C=C1CCC[C@]2(C)C[C@H]3OC(=O)C(CNCC(C)C)[C@H]3CC12 (some centres not stated)
→ -2	0	-3	-2	4	-5	101	0.5	3	-14
CCOC(=O)CN1C(=O)C(=O)N(Cc2c(Cl)cccc2Cl)C1=O
→ -16	-2	4	7	4	5	102	-1.5	2	-17
Nn1c(SCc2cc([N+](=O)[O-])cc3c2OCOC3)nnc1-c1ccccn1
→ -3	0	-13	7	2	-5	99	-1.4	-4	-5
CNC(=O)c1c(NC(=O)c2ccc(S(=O)(=O)N3CCCCC3C)cc2)sc2c1CCN(C)C2 (configuration not stated)
→ -4	-1	-4	24	-2	-10	111	-7.4	2	13
COC(=O)c1ccccc1NC(=S)N1CCN(C2CCCCC2)CC1
→ -2	-2	-9	7	4	-5	99	-1.3	-3	-12
O=C(Cn1nnc(-c2ccccc2)n1)NC1CCS(=O)(=O)C1 (configuration not stated)
→ -3	-2	7	12	-6	-6	97	-1.9	-2	15
O=C(COc1ccccc1[N+](=O)[O-])OCC(=O)N1CCC(Cc2ccccc2)CC1
→ 4	3	3	17	9	-3	89	-2.9	-2	-25
Cc1nc2ccc(NC(=O)c3ccc(Br)o3)cc2s1
→ -5	-2	3	-1	-2	-10	102	0.2	6	26
Cc1ccc(C(=O)NCCc2nnc3ccc(NCc4ccc5c(c4)OCO5)nn23)cc1
→ 0	0	-4	24	0	-6	108	-7.4	3	14
O=C(CN1CCN(Cc2ccccc2)CC1)N1CCCCCC1
→ 1	0	-2	14	5	4	107	-2.8	4	3
Cc1cccc(C)c1NC(=O)CS(=O)CC(=O)NCCCc1ccccc1 (configuration not stated)
→ -6	-1	-8	8	7	4	104	-1.4	3	8
Cc1cc(C(=O)N2CCCC(CO)(Cc3ccc(F)cc3)C2)c(C)o1 (configuration not stated)
→ -6	-2	5	15	1	13	105	-2.8	-3	-17
O=C(NCCCN1CCOCC1)C1CCN(S(=O)(=O)c2cccc(Cl)c2Cl)CC1
→ 0	-7	-1	1	-6	30	108	-0.2	-1	16
CC1(C)CC2(CC(c3ccccc3F)c3ccc(O)c(O)c3O2)NC(=S)N1 (configuration not stated)
→ 7	7	7	-19	7	2	92	4.0	-2	20
COc1ccc(C(=O)NCc2ccncc2)cc1OC
→ 1	0	-7	7	7	15	106	-1.4	4	-17
O=C(O)CCN(CCC(=O)O)S(=O)(=O)c1ccccc1
→ 11	1	-12	7	2	-1	/	-1.2	4	-28
Cc1cccc(C(=O)NC2CCN(C(=O)NCc3ccccc3)CC2)c1
→ 0	2	-4	-15	8	-1	86	1.9	2	-23
Cc1ccc(SCCNC(=O)c2ccccc2C)cc1
→ -1	-18	9	8	3	-1	/	-2.0	0	-42
Cc1nc2ncnn2c(C)c1CCC(=O)N1CCN(Cc2ccccc2)CC1
→ -4	-3	2	5	6	27	96	-0.8	0	13
COC(=O)C1NC(=O)N2C(C(=O)OC)C(C)(C)S[C@H]12 (some centres not stated)
→ 4	0	10	-2	2	18	104	0.4	-1	16
Cc1nnsc1C(=O)N/N=C/c1ccc2ccccc2c1O
→ -3	4	-1	2	4	/	100	-0.5	-2	-14
O=C(Nc1ccc(N2CCOCC2)cc1)C1CC(=O)N(c2ccccc2)C1 (configuration not stated)
→ 16	-2	-6	9	-1	-3	90	-1.2	1	4
COc1ccc(-n2ncc3c(N4CCN(c5cccc(C)c5C)CC4)ncnc32)cc1
→ -14	-4	-7	4	13	3	103	-0.6	3	-39
CC1=C(C(=O)Nc2ccccc2C)C(c2ccc(C)o2)NC(=S)N1 (configuration not stated)
→ 0	2	-3	1	2	-2	88	-0.2	-2	0
Cc1ccc(CC(=O)Nc2ccccc2-c2ccccc2)cc1C
→ 7	-13	-8	-45	0	2	114	8.5	2	-6
CCC1(CC)Cc2ccccc2-c2nc(NCCO)[nH]c(=O)c21
→ 3	4	7	-16	5	-1	106	3.0	2	-19
O=C(N/N=C/c1ccc(-c2ccc([N+](=O)[O-])cc2)o1)C(O)c1ccccc1 (configuration not stated)
→ -12	3	-2	6	3	1	85	-1.1	1	-2
COc1ccc(C(=O)Nc2nc3ccccc3[nH]2)cc1
→ -3	0	3	4	3	-2	106	-0.7	-2	-8
O=S(=O)(Cc1nnnn1-c1ccccc1)c1ccc(Cl)cc1
→ 2	-2	-2	-6	2	9	/	1.2	4	13
O=C(NC(=S)NC1CCCc2ccccc21)c1ccco1 (configuration not stated)
→ 1	-3	-4	-44	-4	42	97	7.9	2	10
O=C(Nc1ccccc1-c1ccccc1)c1ccccc1
→ -1	-2	-7	7	3	14	100	-1.6	-2	-11
c1ccc(C2=Nn3c(nnc3-c3cc(-c4ccccc4)n[nH]3)SC2)cc1
→ 2	2	-3	-14	1	26	99	3.1	6	7
Nc1c(C(=O)Nc2ccc(Cl)cc2)sc2nc(N3CCOCC3)c3c(c12)CCCC3
→ -11	-4	-2	15	-1	-3	97	-3.0	-2	-8
CN1CCN(CC(O)Cn2c3ccccc3c3ccccc32)CC1 (configuration not stated)
→ -6	2	-12	-12	4	6	101	2.4	-2	-13
Cc1ccc(-c2nn(-c3ccccc3)cc2/C=N/NC(=O)c2ccncc2)o1
→ 13	-2	0	0	-2	16	100	0.1	4	6
COc1cccc(NC(=O)COc2cccnc2[N+](=O)[O-])c1
→ -12	0	-15	14	5	15	92	-2.8	1	-18
O=C(COC(=O)c1ccc(Br)cc1)NCCC1=CCCCC1
→ 7	-8	13	-30	-3	-6	105	5.8	0	7
COC(=O)c1c(C)oc(C)c1S(=O)(=O)NCc1ccc(Cl)cc1Cl
→ 5	-4	-6	-3	-7	-13	/	0.6	4	-9
NC(=O)c1ccc(NC(=O)CCC(=O)c2cccs2)cc1
→ -3	2	-4	2	1	-8	/	-0.3	-1	-33
CCCNC(=O)C(Cc1ccccc1)NS(=O)(=O)c1ccc2c(c1)c(=O)n(C)c(=O)n2C (configuration not stated)
→ 6	0	-1	4	7	24	102	-0.7	-1	-20
COc1cc(OC)c(C2=NOC(C(=O)NCCc3ccccc3)C2)cc1Cl (configuration not stated)
→ -2	-7	0	7	-1	4	99	-1.2	5	-17
O=C(CCC(=O)Nc1ccc(Br)cc1)N/N=C/c1ccccc1F
→ 0	-3	5	-16	1	16	107	3.6	-1	-2
COc1cccc(Oc2ccc(S(=O)(=O)N3CCOCC3)cc2[N+](=O)[O-])c1
→ 4	-3	2	-8	-4	-5	94	1.6	4	14
COc1ccc(C(=O)Nc2ccc(O)c3ccccc23)cc1
→ -4	1	-17	-8	-2	-5	111	1.6	0	-29
Cc1ccc2c(CN(C)Cc3cccc(Cl)c3)cc(=O)oc2c1C
→ -9	-14	-13	-4	-1	-9	94	0.8	-1	4
O=C(N/N=C/c1ccc(F)cc1)c1cc[n+]([O-])cc1
→ 11	1	-3	8	-1	-7	/	-1.1	5	3
CCOCCn1c(N2CCN(c3ccc(OC)cc3)CC2)nc2c1c(=O)n(C)c(=O)n2C
→ -1	-4	4	14	2	17	107	-2.6	4	-6
O=C(CN1C(=O)CCSc2ccccc21)Nc1ccc2c(c1)OCCO2
→ 1	-1	-5	12	-1	19	95	-2.2	1	-5
C(=N\Nc1ccccn1)/c1cccnc1
→ -3	0	5	13	-2	-6	104	-2.6	2	8
CC(C)(O)C#Cc1ccccc1C(=O)NC(CC(N)=O)C(=O)O (configuration not stated)
→ 11	-2	4	9	3	-1	104	-2.0	-1	-7
O=C(NCc1ccc(C(F)(F)F)cc1)C1CC(c2cccc(F)c2)=NO1 (configuration not stated)
→ -9	0	-2	-3	4	-9	95	0.6	0	-10

Other compounds follow.
The line under a structure holds: PKA-R2B activ	DAGLB inh	PKA-R1A activ	MOR-DOR inv ag	HTR5A ag	Arr AP2 block	DSG3 Ab inh	OPRM1-OPRD1 ag	V-ATPase pH	HTR5A inv ag
O=C(Nc1nnc(SCc2ccc(Cl)cc2)s1)C1CCCO1 (configuration not stated)
→ 14	-4	-17	9	21*	12	78	-1.5	2	-54
C/C(=N\NC(=O)c1ccn(C)n1)c1cccc(NC(=O)c2ccc(C)s2)c1
→ -4	3	-5	16	0	-5	99	-3.1	1	-8
CCOC(=O)c1c(N)sc(C(=O)OC)c1C
→ 8	0	2	1	6	19	95	-0.2	0	-16
NC(=O)c1ccc(Nc2nnc(-c3ccc(O)cc3)c3ccccc23)cc1
→ -14	1	-4	8	0	-2	90	-1.8	1	0
O=C(Nc1cccc([N+](=O)[O-])c1)Nc1ccc2c(c1)OCCO2
→ 6	4	-3	-9	3	-3	97	1.7	-2	3
CCCCNC(=O)c1onc(CSc2cccc(C)c2)c1C(=O)O
→ -2	4	5	4	-2	29	102	-0.7	-2	7
COc1ccc(N2CCN(C(=O)CNC(=O)c3cccs3)CC2)cc1
→ 4	3	1	14	0	-8	108	-3.4	2	1
